Bioassay records as filed in PubChem.
EPAC1 antag = blocks human EPAC1 exchange factor | O95398 | EPAC1 GEF assay, Rap1b-BODIPY-GDP exchange fluorescence | Potency, µM (titrated, usually from 115 µM), for inactives: at the top dose activity change, negative = inhibition, hits mostly inhibitors | actives 0.14% (n = 360,000) | AID 720709;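 further: plate controls were vehicle for no effect and positive control for full effect; nearly all actives have a fitted effect of over 50% in size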
Target sequence (O95398 whole entry, looked up): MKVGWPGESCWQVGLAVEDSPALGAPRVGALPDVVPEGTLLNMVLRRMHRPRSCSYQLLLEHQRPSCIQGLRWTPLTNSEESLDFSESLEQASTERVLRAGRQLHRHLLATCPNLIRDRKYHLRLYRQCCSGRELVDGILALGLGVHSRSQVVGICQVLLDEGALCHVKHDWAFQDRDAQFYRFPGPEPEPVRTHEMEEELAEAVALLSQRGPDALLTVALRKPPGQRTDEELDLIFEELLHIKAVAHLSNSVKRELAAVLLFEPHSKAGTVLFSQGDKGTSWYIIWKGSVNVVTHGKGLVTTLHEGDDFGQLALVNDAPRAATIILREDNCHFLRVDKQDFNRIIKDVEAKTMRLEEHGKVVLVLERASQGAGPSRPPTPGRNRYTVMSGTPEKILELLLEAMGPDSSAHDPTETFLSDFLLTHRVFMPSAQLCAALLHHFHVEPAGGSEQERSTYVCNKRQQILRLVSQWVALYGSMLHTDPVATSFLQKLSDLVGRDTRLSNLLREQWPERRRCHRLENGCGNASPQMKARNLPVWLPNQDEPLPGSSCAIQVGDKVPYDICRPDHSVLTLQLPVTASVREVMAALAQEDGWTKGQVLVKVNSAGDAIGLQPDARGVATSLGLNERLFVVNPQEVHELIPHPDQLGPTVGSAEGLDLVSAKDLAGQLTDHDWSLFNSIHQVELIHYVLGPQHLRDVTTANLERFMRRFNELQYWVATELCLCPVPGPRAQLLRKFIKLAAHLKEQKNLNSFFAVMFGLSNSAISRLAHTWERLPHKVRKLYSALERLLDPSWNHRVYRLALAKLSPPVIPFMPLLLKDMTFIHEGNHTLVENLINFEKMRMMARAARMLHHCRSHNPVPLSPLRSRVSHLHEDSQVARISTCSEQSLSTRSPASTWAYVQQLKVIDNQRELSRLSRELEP
EPAC2 ag = EPAC2 (human) agonism; Q8WZA2; EPAC2 activation, biochemical qHTS; response scale: 100% = 6.5 mM cAMP response; Potency, µM (series often up to 154 µM), for the others: at the top dose activation, most hits filed as activators; actives 0.079% (n = 360,000); AID 720711; further: nearly all actives have a fitted effect of over 50% in size
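Each well held 100 nM EPAC2, 250 nM RAP1B-BODIPY-GDP and 50 uM GDP. Fluorescence, read at 5-min intervals to 30 min, was referenced to a 6.5 mM cAMP positive control.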
FUS yeast rescue = rescues growth of FUS-expressing yeast; S. cerevisiae FUS-expressing, growth rescue, OD600, 24 h; Potency, µM (highest dose often 76.6 µM), inactives show at the top dose growth rescue (activation), usual class: activators; actives 0.24% (n = 390,000);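 further: plate controls were DMSO vehicle for no effect and reference control for full effect; nearly all actives have a fitted effect of over 55% in size; some results filed as inactive show a strong effect at the top dose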
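Compound concentration series was pinned onto galactose-induced FUS-expressing yeast seeded at OD 0.005. Plates sat 24hr at 30C; absorbance at 600 nm gave growth. DMSO served as background control.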
TDP-43 yeast inh = TDP-43 toxicity inhibition in yeast | TDP-43 expressing yeast growth rescue, BacTiter-Glo, 24 h | actives 1.8% (n = 410,000) | Potency, µM (doses to about 46.1 µM), for inactives: top-dose growth rescue (activation), most hits filed as activators; further: % of control where 0% means no effect; nearly all actives have a fitted effect of over 50% in size
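Readout is BacTiter-Glo luminescence of cell growth, so inhibitors register as activators. TDP-43-expressing yeast at OD600=0.02 in galactose medium, after raffinose pregrowth to mid-log, were incubated with compound for 24 hr at 30 deg C.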
EPAC1 ag = agonists of human EPAC1; O95398; EPAC1 agonist qHTS, biochemical assay; response scale: 100% = response to 6.5 mM cAMP; Potency, µM (doses to about 154 µM), for inactives: at the highest dose activation, hits mostly activators; actives 0.073% (n = 360,000); further: nearly all actives have a fitted effect of over 60% in size
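Nucleotide exchange assay: 100 nM EPAC1 with 250 nM Rap1B loaded with BODIPY-GDP and 50 uM GDP, room temperature. Fluorescence (480/540 nm) read every 5 min for 30 min; signal change normalized to 6.5 mM cAMP as full agonist.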
EPAC2 antagonist = EPAC2 (human) antagonism; Potency, µM (top dose mostly 114 µM), for the others: at the highest dose activity, negative = inhibition, hits mostly inhibitors; Q8WZA2; actives 0.18% (n = 360,000); EPAC2 GEF exchange of Rap1B-BODIPY-GDP, fluorescence; further: on the % scale 0 is the no-effect control and ±100 the full control effect; nearly all actives have a fitted effect of over 45% in size; many of its hits are not listed in these tables
aSyn yeast inh = inhibitors of alpha-synuclein toxicity in yeast. Yeast expressing alpha-synuclein, growth rescue, BacTiter-Glo, 24 h. Potency, µM (top dose mostly 46.1 µM), for the others: at the top dose growth rescue (activation), most hits filed as activators. actives 0.14% (n = 370,000). AID 652106; further: % of control where 0% means no effect; nearly all actives have a fitted effect of over 65% in size
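Readout is rescue of growth in alpha-synuclein-expressing yeast, so inhibitors of toxicity appear as activators. Growth after 24 hr at 30 deg C in galactose medium is quantified by luminescence.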
PTHR1 ag = activates the human parathyroid hormone receptor PTHR1 | HEK293 GP2 PTHR1 cells, GloSensor cAMP luminescence, 1 h | Potency, µM (top dose mostly 115 µM), without a hit: at the top dose activation, most hits filed as activators | actives 0.075% (n = 410,000); further: nearly all actives have a fitted effect of over 55% in size; some results filed as inactive show a strong effect at the top dose; inactives centre near -15; many of its hits are not listed in these tables
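HEK-293-derived GP2 cells expressing PTHR1 and a GloSensor cAMP reporter, 3,000/well, plated overnight, given luciferin plus IBMX (each 0.5 mM as added) for 1 h at 37 °C, then compound for 1 h at 37 °C. Luminescence was read after 15 min at room temperature.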
An asterisk follows results filed as active; i = inactive; ? = inconclusive; / = not tested or not shown; [ ] = remark or other dose. The call rests on the fitted dose curve; in most records, active means well fitted curve in the direction sought with a large enough effect; inconclusive means small, poorly fitted or top-dose-only effect, or another doubt; inactive means no such curve, though single readings can be large; an effect the other way counts as inactive or inconclusive. Potency means the concentration at half of the fitted maximal effect. Only part of the results is shown (hit frequency here may not be typical).

canonical_smiles	EPAC1 antag	EPAC2 ag	FUS yeast rescue	TDP-43 yeast inh	EPAC1 ag	EPAC2 antagonist	aSyn yeast inh	PTHR1 ag
COCCCNC(=O)CCSc1ccc(C)cc1	-2%	5%	-6%	9%	2%	-1%	-1%	i
COc1cccc(C(=O)NCC(=O)OC(C)C(=O)NC23CC4CC(CC(C4)C2)C3)c1 (configuration not stated)	-13%	9%	?	14%	-17%	-8%	28%	-16%
Cc1noc(C)c1S(=O)(=O)N(C)C[C@H]1OCc2cn(nn2)CCCC(=O)N([C@@H](C)CO)C[C@@H]1C	2%	5%	2%	8%	-9%	3%	1%	i
COCCCNC(=O)c1ccc(N2CCOCC2)c(NS(=O)(=O)c2ccc(OC)cc2)c1	5%	4%	1%	-20%	1%	0%	8%	-6%[57.5 µM]
O=C(COC(=O)Cn1cnc2ccccc21)NCCCc1ccccc1	-6%	7%	2%	-3%[0.397 µM]	-1%	4%	3%	i
Cc1nc2c(c(N3CCOCC3)n1)OCC(=O)N2	-5%	12%	-18%	-10%	-2%	-1%	-12%	i
Cc1c(C(=O)NCCSCc2c(Cl)cccc2Cl)cccc1[N+](=O)[O-]	-10%	10%	-6%	5%	15%	-6%	4%	-12%[57.5 µM]
Cc1cc(C)c(NC(=O)CN2C(=O)NC3(CCCc4ccccc43)C2=O)c(Cl)c1 (configuration not stated)	-10%	6%	4%	-6%	0%	7%	3%	-1%
Cc1ccc(C2/C(=C(\O)c3c(C)nc4ccccn34)C(=O)C(=O)N2CCN(C)C)o1 (configuration not stated)	-15%	3%	19%	-27%	-12%	13%	-7%	11%
C=CCOC(=O)C1=C(C)NC(=O)NC1c1ccc(Cl)cc1 (configuration not stated)	-4%	5%	-5%	0%	-10%	?	0%	i
Cc1csc(N(C)C(=O)CSc2nnc(COc3ccccc3C)o2)n1	-2%	9%	20%	-14%	-5%	-2%	2%	-2%[57.5 µM]
CCc1ccc(NC(=O)C/C(C)=N/NC(=O)COc2ccc(C)cc2Br)cc1	-23%	-5%	12%	22%	-1%	-28%	3%	i
COC(C(=O)Nc1ccc(S(=O)(=O)Nc2ccc(C)c(C)c2)cc1)c1ccccc1 (configuration not stated)	-29%	-6%	/	7%	11%	-18%	17%	-10%
O=c1cc[nH]c2ccc([N+](=O)[O-])cc12	-7%	6%	1%	3%	-13%	-1%	-3%	i
CCc1nnc(NC(=O)CSc2nnc(C3CCCCC3)n2-c2cccc(Cl)c2)s1	0%	-2%	39%	0%	-6%	-4%	8%	-4%[57.5 µM]
COc1ccc(-c2c(C(=O)O)c(-c3ccccc3)cn2C)cc1	-12%	0%	-13%	19%	-15%	13%	0%	-8%
COc1ccccc1/C=C/C=N/NC(=O)CN1CCN(Cc2ccccc2)CC1	9%	1%	7%	7%	-5%	-1%	2%	i
O=C1CSC(c2ccccc2[N+](=O)[O-])N1CCc1ccccc1 (configuration not stated)	-14%	6%	19%	24%	9%	-13%	1%	i
COC(=O)c1ccc(CSc2ccccc2C)o1	7%	11%	13%	1%	1%	9%	-12%	-3%[57.5 µM]
COc1ccc(S(=O)(=O)Nc2cc(C(=O)NCCCN3CCOCC3)ccc2N2CCOCC2)cc1	-7%	2%	-2%	-12%	1%	1%	-1%	i
N#Cc1c(-c2ccc(Cl)cc2)ccn2nc(C3CCCCC3)nc12	14%	-13%	0%	-3%	0%	8%	4%	-16%[57.5 µM]
CCC(=O)Nc1cc2c(cc1C(=O)CC)OCCO2	5%	6%	/	0%	-5%	13%	9%	i
Cc1sc2nc(-c3ccccn3)[nH]c(=O)c2c1-c1ccccc1	-6%	4%	14%	18µM*	2%	-14%	?	-37%[inhibitor]
COC(=O)[C@H](C)NC(=O)/C=C/c1ccc(OC)cc1	-14%	-5%	-24%	-12%[0.397 µM]	-7%	4%	7%	-19%

Ordered by the number under EPAC1 antag (smallest number first): some entries from above.
mol	EPAC1 antag
COC(=O)[C@H](C)NC(=O)/C=C/c1ccc(OC)cc1	-14%
COc1ccc(-c2c(C(=O)O)c(-c3ccccc3)cn2C)cc1	-12%
O=c1cc[nH]c2ccc([N+](=O)[O-])cc12	-7%

Remaining list, next part
canonical_smiles	EPAC1 antag	EPAC2 ag	FUS yeast rescue	TDP-43 yeast inh	EPAC1 ag	EPAC2 antagonist	aSyn yeast inh	PTHR1 ag
CCOc1ccc(NC(=O)CN(C)C(=O)c2ccc3c(c2)S(=O)(=O)N=C2CCCCCN23)cc1OCC	4%	-3%	15%	23%	13%	11%	2%	-93%[inhibitor]
CCOc1ccc(S(=O)(=O)Nc2cc(NS(=O)(=O)c3ccc(OCC)cc3)cc(C(=O)O)c2)cc1	-8%	-11%	64%	18%	-9%	?	-4%	-17%
COC(=O)c1cccc(N2C(=O)c3ccccc3S2(=O)=O)c1	13%	3%	3%	?	3%	9%	-1%	-84%[inhibitor]
Cc1ccc(CNC(=O)CN(C(=O)C2(C)CC(=O)N=C3C=CC=CN32)c2cccc(C)c2C)cc1 (configuration not stated)	-8%	1%	5%	-7%	-5%	2%	4%	i
CN1CCN(S(=O)(=O)c2ccc(Oc3ccc(F)cc3Br)nc2)CC1	-5%	3%	13%	-9%	11%	3%	-19%	-1%
CC(C)[C@H](N)C(=O)N1CCC(C(=O)N[C@@H](Cc2ccccc2)C(=O)NCc2ccc(F)cc2)CC1	-9%	9%	-9%	14%	-14%	-2%	-5%	i
COCC(=O)N(Cc1cc2cc(C)ccc2[nH]c1=O)c1cccc(C)c1C	2%	22%	25%	-28%[1.82 µM]	-17%	4%	-3%	-4%
O=C(c1ccc(Cl)cc1)N1CCCC(c2ccccc2)=N1	1%	17%	25%	13%	23%	1%	-4%	i
Cc1ccccc1NC(=O)Cc1nnc(SCC(=O)N2CCN(c3ccccc3)CC2)n1C	0%	-84%[15.6 µM]	4%	-6%	1%	5%	-10%	i
CC(C)(C)OC(=O)N1CCC(CNC(=O)c2cccs2)CC1	3%	4%	3%	1%	9%	0%	0%	i
CCOC(=O)c1ccc(NCc2nc3ccccc3n2C)cc1	-19%	11%	1%	-5%	1%	-14%	0%	-36%
C=CCN(C(=O)c1csnn1)C(C(=O)NC1CCCCC1)c1ccc(F)cc1 (configuration not stated)	-1%	0%	3%	-4%	7%	0%	-2%	i
NCCCN1CCOCC1	8%	-2%	21%	?	-13%	-1%	10%	-44%[inhibitor][57.5 µM]
NC(=S)N/N=C/c1c(O)c(Br)cc2oc3c(c12)CCCC3	11%	1%	2%	17%	11%	3%	-2%	-9%
CC(=O)c1c(C)[nH]c(C(=O)Nc2cccc(C(F)(F)F)c2)c1C	-1%	12%	1%	10%	-4%	-16%	-5%	-32%[inhibitor]
Cc1ccccc1N1C(=O)c2ccccc2C1O (configuration not stated)	-17%	2%	-9%	2%	3%	-2%	7%	i
O=C(NC1CCCc2c1cnn2-c1cc(F)cc(F)c1)c1ccc[n+]([O-])c1 (configuration not stated)	-3%	3%	/	-2%	-3%	18%	8%	i
Cc1csc(SCC(=O)Nc2nccs2)n1	2%	4%	6%	29%	-47%[inhibitor]	2%	0%	-3%
O=C(NNS(=O)(=O)c1ccc(CCCl)cc1)C(O)(c1ccccc1)c1ccccc1	-3%	-3%	/	18%	-10%	-3%	4%	-2%
COc1cc(/C=N/NC(=O)c2ccc(F)cc2)ccc1OC(=O)c1ccco1	-28%	17%	1%	4%	19%	-1%	-14%	i
CCCS(=O)(=O)NC(=O)C1(C)CCN(C(=O)c2cc(F)cc(F)c2)C1 (configuration not stated)	5%	11%	-1%	3%	4%	12%	1%	i
Cc1c(C(=O)N2CCOCC2)oc2ccc(S(=O)(=O)N3CCCCCC3)cc12	-2%	-2%	23%	5%	0%	3%	4%	i
CN(CCc1ccccc1)C(=O)c1ccc(NC(=O)Cc2ccc(NC(=O)C3CCN(C(=O)C4CC4)CC3)cc2)cc1	-10%	12%	?	-15%	-4%	8%	-4%	-31%[inhibitor]
CN(C)S(=O)(=O)c1cccc(-c2nnc(SCCNCCO)n2-c2ccc(F)cc2)c1	-8%	3%	-29%	7%	-11%	2%	4%	25%
Cc1c(C2(O)CCCCC2)[nH]c2ccc(C#N)cc12	0%	4%	3%	-8%	-3%	3%	1%	-51%[inhibitor]
Cc1ccc(C)c(C2NC(=O)c3ccccc3N2)c1 (configuration not stated)	-13%	-2%	-36%	24%	-6%	-24%	11%	-1%
COc1cc(CCC(=O)NCCc2ccc(F)cc2)cc(OC)c1OC	3%	14%	20%	-16%	2%	-5%	-7%	-7%
CCC(C)(C)n1nnnc1CN(Cc1ccco1)Cc1cc2cc3c(cc2[nH]c1=O)OCO3	-3%	-16%	2%	-11%	1%	-3%	-1%	-16%
CN(C)c1ccc(/C=C2/SC(=O)N(CCN=C3NS(=O)(=O)c4ccccc43)C2=O)cc1	5%	0%	9%	8%	25%	11%	-1%	-22%
CCN(CC)S(=O)(=O)c1cccc(-c2cn3cc(C)ccc3n2)c1	6%	5%	5%	14%	4%	-4%	1%	-7%[57.5 µM]
CC1CCCC(C)N1C(=O)COC(=O)Cc1ccc(Cl)cc1 (configuration not stated)	-12%	0%	-15%	-10%	2%	-9%	-5%	?
CCc1nc2ccc(C(=O)N(C)CCN(C)C)cn2c1N(CC)CCOC	-10%	11%	-24%	24%	5%	10%	-5%	-16%
COc1ccc(/C=C2\CCc3ccccc3C2=O)cc1O	-9%	11%	27%	14µM*	-1%	-8%	-13%	-33%
COC(=O)c1ccc(-c2noc(CN3CCCCC3c3nccn3C)n2)cc1 (configuration not stated)	-2%	3%	2%	-9%	-3%	-2%	-1%	i
O=C(CCCN1C(=O)/C(=C\c2ccccc2)SC1=S)Nc1ccc(C(=O)O)cc1	-15%	0%	11%	-14%	1%	-18%	-4%	-21%
COc1cccc(-c2nc(SCC(=O)Nc3nc(-c4ccccc4)c(C)s3)[nH]c(=O)c2C#N)c1	?	-2%	23%	-24%	2%	25µM*	1%	-18%
Nc1ccc(S(=O)(=O)NC2=NCCCCC2)cc1N	17%	12%	6%	-9%	5%	0%	7%	25%
